# PfHsp40 rescue: rescue of yeast from PfHsp40 toxicity, primary screen, S. cerevisiae, ATP luminescence; S. cerevisiae expressing PfHsp40, growth rescue; growth rescue, % at 12.5 µM; 340,000 tested, 0.68% active; AID 504582, 2011; in the data active = growth rescue above about 28%, passing the limit was not always enough; inconclusive = no clear call, values can overlap the other calls;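 note: yeast W303a lacking pdr1 and pdr3 grown in galactose medium; growth measured after three days at 30 °C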
# FadD28 FP inh: inhibitors of FadD28 bisubstrate probe binding, primary screen, biochemical, fluorescence polarization, single point; AID 588549, 2011; Mycobacterium tuberculosis FadD28 fatty-acid-AMP ligase; inhibition, % at 12.5 µM; 360,000 tested, 0.22% active; in the data active = inhibition above about 8.5%, passing the limit was not always enough; inconclusive = no clear call, values can overlap the other calls
# Mtb FBA inh: Mtb FBA enzyme inhibitors, primary screen, biochemical, fluorescence, strain H37Rv; Fructose-bisphosphate aldolase (Mycobacterium tuberculosis (strain ATCC 25618 / H37Rv)), …; purified M. tuberculosis FBA, fluorescence read-out; 360,000 tested, 2.3% active; inhibition, % at 1 µM; in the data active = inhibition above about 27%;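 note: 0% = vehicle and 100% = reference inhibitor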
# BoNT F protease: BoNT/F light chain protease inhibitors, primary screen, biochemical, flow cytometry, MLPCN library; Botulinum neurotoxin type F light chain protease (Clostridium botulinum); Multiplex microsphere protease cleavage assay; inhibition, % at 10 µM; 360,000 tested, 0.22% active; in the data active = inhibition above about 35%, passing the limit was not always enough; inconclusive = no clear call, values can overlap the other calls; note: plate controls were buffer without enzyme for full effect and enzyme alone for no effect
# BoNT-A LC inh2: BoNT/A light chain protease inhibitors, primary screen, biochemical, flow cytometry, MLPCN library; inhibition, % at 10 µM; multiplex microsphere protease substrate cleavage; 360,000 tested, 0.17% active; AID 588499, 2011; Botulinum neurotoxin type A light chain protease (Clostridium botulinum A str. ATCC 3502); note: plate controls were buffer without enzyme for full effect and enzyme alone for no effect
# Mtb BioA inh: M. tuberculosis BioA enzyme inhibitors, primary screen, biochemical, plate reader, single point, HTS. inhibition, % at 9.99 µM. 360,000 tested, 0.096% active. 7,8-diaminopelargonic acid synthase BioA (Mycobacterium tuberculosis). purified M. tuberculosis BioA enzyme; in the data active = inhibition above about 40%; inconclusive = no clear call, values can overlap the other calls
# GDH-TPI inh: GDH-TPI coupling enzyme inhibitors, primary screen, artefact control for M. tuberculosis FBA inhibitor project, biochemical, absorbance, full deck; 360,000 tested, 1.2% active; inhibition, % at 4.8 µM; GDH-TPI coupled enzyme counterscreen, NADH absorbance; AID 588335, 2011; in the data active = inhibition above about 30%;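 note: 0% = DMSO wells and 100% = wells lacking the enzyme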
# Mtb UGM inh: M. tuberculosis UGM enzyme inhibitors, primary screen, biochemical, fluorescence polarization, single point; 320,000 tested, 0.06% active; purified UGM, fluorescence polarization probe displacement; AID 504406, 2011; inhibition, % at 10 µM; in the data active = inhibition above about 10%, passing the limit was not always enough; inconclusive = no clear call, values can overlap the other calls
# Anthrax LF prot: Bacillus anthracis LF protease inhibitors, primary screen, biochemical, multiplex microsphere, MLPCN library; multiplex microsphere protease cleavage assay; inhibition, % at 10 µM; 360,000 tested, 0.12% active; AID 588501, 2011; note: plate controls were buffer without enzyme for full effect and enzyme alone for no effect
# Target sequence (P15917 whole entry, looked up): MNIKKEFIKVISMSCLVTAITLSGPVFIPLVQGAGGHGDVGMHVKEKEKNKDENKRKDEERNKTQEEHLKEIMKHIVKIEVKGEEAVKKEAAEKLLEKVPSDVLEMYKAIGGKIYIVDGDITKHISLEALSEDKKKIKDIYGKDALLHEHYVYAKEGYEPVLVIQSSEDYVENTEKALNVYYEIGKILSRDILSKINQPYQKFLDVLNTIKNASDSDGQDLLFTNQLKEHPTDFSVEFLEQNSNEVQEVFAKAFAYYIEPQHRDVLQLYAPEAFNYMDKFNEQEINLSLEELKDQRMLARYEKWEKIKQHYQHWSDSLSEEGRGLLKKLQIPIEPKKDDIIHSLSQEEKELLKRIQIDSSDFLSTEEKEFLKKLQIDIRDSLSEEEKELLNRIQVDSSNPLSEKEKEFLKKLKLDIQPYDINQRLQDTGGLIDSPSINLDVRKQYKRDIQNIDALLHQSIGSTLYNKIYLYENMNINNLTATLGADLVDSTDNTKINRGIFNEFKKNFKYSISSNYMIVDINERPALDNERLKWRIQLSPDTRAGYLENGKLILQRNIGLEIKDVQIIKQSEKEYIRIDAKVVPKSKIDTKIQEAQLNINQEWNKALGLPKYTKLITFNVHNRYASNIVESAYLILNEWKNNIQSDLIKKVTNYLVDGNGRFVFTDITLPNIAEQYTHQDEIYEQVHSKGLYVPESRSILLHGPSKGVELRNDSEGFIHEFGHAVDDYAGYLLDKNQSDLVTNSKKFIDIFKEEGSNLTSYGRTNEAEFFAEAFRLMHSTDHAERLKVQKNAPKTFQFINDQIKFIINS
# * hit, by the source's call; u = inconclusive; x = no result given; & = joins results of further samples. Cut-off read from the data, not from the text of the source, unless noted: active = inhibition above about 30%; inconclusive = no clear call, values can overlap the other calls; inactive = below that. Hits appear at their usual frequency (roughly 4.7% active in at least one column).
smiles,PfHsp40 rescue,FadD28 FP inh,Mtb FBA inh,BoNT F protease,BoNT-A LC inh2,Mtb BioA inh,GDH-TPI inh,Mtb UGM inh,Anthrax LF prot
CCOC(=O)CC1C(=O)NCCN1C(=O)Nc1ccccc1 (stereo unspecified),-0.8,-4.4,-3.2,-12.5,-0.4,-2.0,-7.2,-2.1,-2.7
Cc1cc(C)c(C(=O)/C=C/c2cccs2)c(=O)[nH]1,0.6,-2.1,-3.9,-4.6,-0.4,x,16.0,-0.6,1.2
CCOC(=O)C1=C(CSc2nc(CC)c(C)cc2C#N)OC(N)=C(C#N)C1c1ccc(OC)cc1 (stereo unspecified),-0.4,-3.8,6.5,-5.1,1.7,-1.4,11.0,-0.2,1.3
COc1cccc(C(O)c2ncc(-c3ccccc3)[nH]2)c1 (stereo unspecified),x,1.0,1.6,-5.6,-0.1,-0.8,-0.9,x,-0.7
CC1SCC(=O)N(CC(=O)Nc2ccc3c(c2)OCCO3)C1=O (stereo unspecified),-2.1,0.3,-1.5,-3.5,-0.6,x,1.6,1.1,1.7
CC(=O)C1=C(C)NC(=O)NC1/C=C/c1ccccc1 (stereo unspecified),-0.2,-0.6,4.7,-2.2,-0.3,-3.2,3.5,-1.5,-5.7
COC(=O)C1(S(=O)(=O)c2ccc(C)cc2)CCOCC1,0.1,-1.6,0.8,-3.7,0.5,-0.5,14.3,0.3,0.4
CC(=O)c1ccc(-c2cnc3c(NC=O)cc(-c4ccc(S(C)(=O)=O)cc4)cn23)cc1,x,-6.4,1.6,-0.3,0.0,-0.3,16.4,x,3.2
O=C(Nc1nnc(C(F)(F)F)s1)c1cccnc1,-1.0,0.3,1.6,0.6,0.6,-3.2,5.4,3.0,1.6
CC(C)COc1ccc(C2(C#N)CC[N+](C)(C)CC2)cc1,0.4,-0.6,-0.5,2.6,-0.4,-1.3,8.8,1.7,-3.8
CC[N+](CC)(CC)CCC(O)(c1ccccc1)C1CCCCC1 (stereo unspecified),0.0,0.4,1.2,-3.0,0.7,-4.0,5.3,1.9,3.3
CC(C)CN(C(=O)c1cc2ccccc2o1)c1c(N)n(CC(C)C)c(=O)[nH]c1=O,1.2,-3.4,-4.9,0.8,0.3,0.1,-11.7,0.1,0.1
CCOc1ccc2c(c1)N(C(=O)CN1C(=O)CCC1=O)C(C)(C)C=C2C,0.0,-1.2,3.0,-9.4,-0.6,2.2,7.8,0.5,2.4
C[C@@H]1CN([C@H](C)CO)C(=O)CCCn2nncc2CO[C@@H]1CN(C)S(=O)(=O)c1cccc(F)c1,x,-1.9,0.8,-8.6,-1.2,-0.2&-0.9,6.2,x,1.4
C/C=C/c1c(F)c(F)c(Oc2ccc(C(=O)O)cc2)c(F)c1F,1.5,-2.1,-1.3,2.3,2.9,2.6,5.0,x,-7.0
O=S(=O)(NCCSCc1ccc(Cl)c(Cl)c1)c1ccc2c(c1)OCCO2,42.0*,-5.1,3.2,-9.6,-0.4,-0.6,12.2,1.0,-1.5
COc1cc(SC)ccc1C(=O)NCCCOC(C)C,1.8,-2.7,1.7,3.1,0.9,0.1,-13.1,-0.5,-3.1
O=C(Nc1sc2c(c1C(=O)O)CCCCC2)c1cccnc1,-0.6,-2.2,0.7,u,-1.2,-1.5,5.6,2.2,-9.2
CCOC(=O)Cn1cnc(C)c1,-0.6,x,-0.3,-3.0,-0.2,-0.2,5.3,x,-4.2
COc1cc(NCc2ccccc2)c2ncn(C(C)C)c2c1,-0.1,-1.9,0.4,-9.8,-0.4,1.1&0.9,-3.1,0.4,1.3
O=C(CC1C(=O)NCCN1Cc1cccc(Oc2ccccc2)c1)NCC1CCOCC1 (stereo unspecified),0.3,-0.8,3.6,-6.9,0.0,x,10.4,-0.2,-1.5
CC(C)CCc1noc(CN(CC2CCC2)CC2CCCO2)n1 (stereo unspecified),0.5,-1.9,9.7,-4.0,-0.9,0.9,11.4,-0.7,-0.5
O=C(Cn1ccc2ccccc2c1=O)NCCC(=O)N1CCN(C(=O)c2ccco2)CC1,-0.9,-0.7,0.6,6.0,2.7,0.1,9.7,1.0,-2.5
COc1ccc(N2CCN(C(=O)CCC(=O)N3CCOc4ccc(Cl)cc43)CC2)cc1,-0.2,-0.7,-0.2,-11.8,-1.0,-0.2,8.1,-1.7,-13.1
O=C(c1sccc1-c1ccccc1)N1CCN(S(=O)(=O)c2ccccc2)CC1,0.2,-0.4,2.9,2.0,-0.2,0.8,-2.1,-4.5,2.4
CCOC(=O)c1nc(N)c(=O)n(-c2ccccc2)n1,-0.2,-1.0,-0.9,0.8,0.4,-2.0,-1.7,-0.5,-3.6
CCOC(=O)c1c(NC(=O)CN2CCCCC2)sc2c1CCC(C=O)=C2Cl,0.0,1.3,-0.8,-40.2,9.4,3.1,8.1,-0.8,8.4
O=C(N/N=C\c1cc(Br)c(Br)o1)C1COc2ccccc2O1 (stereo unspecified),0.9,-1.9,-1.9,u,u,x,12.4,-1.3,-18.9
O=S(=O)(c1ccc(Cl)cc1)N1CCCN(c2ccc(C(F)(F)F)cn2)CC1,1.3,-3.7,1.9,-2.1,-0.3,x,1.9,0.2,-6.8
COc1cc(C(=O)Nc2ccccc2N2CCOCC2)ccc1OCc1c(C)noc1C,-0.7,-2.1,2.7,12.2,1.6,11.9,7.4,2.2,7.5

# Pulled by compound from above:
smiles,PfHsp40 rescue,FadD28 FP inh,Mtb FBA inh,BoNT F protease,BoNT-A LC inh2,Mtb BioA inh,GDH-TPI inh,Mtb UGM inh,Anthrax LF prot
CC1SCC(=O)N(CC(=O)Nc2ccc3c(c2)OCCO3)C1=O (stereo unspecified),-2.1,0.3,-1.5,-3.5,-0.6,x,1.6,1.1,1.7
CC(C)CN(C(=O)c1cc2ccccc2o1)c1c(N)n(CC(C)C)c(=O)[nH]c1=O,1.2,-3.4,-4.9,0.8,0.3,0.1,-11.7,0.1,0.1

# Continued.
smiles,PfHsp40 rescue,FadD28 FP inh,Mtb FBA inh,BoNT F protease,BoNT-A LC inh2,Mtb BioA inh,GDH-TPI inh,Mtb UGM inh,Anthrax LF prot
Nn1cnnc1SCC(=O)N1CCc2ccccc2C1,-0.9,x,-0.5,-0.8,-0.3,0.0,0.4,3.0,-5.8
CC(C)n1cnnc1SCC(=O)Nc1cccnc1Cl,-0.1,-0.9,0.7,-2.2,0.0,0.3,3.1,0.1,4.5
Oc1cccc(C2c3[nH]c4ccccc4c3CCN2Cc2ccc3c(c2)CCO3)c1 (stereo unspecified),4.2,-1.5,-3.3,-12.2,0.4,x,4.7,1.3,0.0
COc1cccc(C(O)c2ncc(-c3cccc(F)c3)[nH]2)c1 (stereo unspecified),x,0.2,3.4,-10.6,0.1,-1.8,16.8,x,2.5
O=C(Nc1cc(S(=O)(=O)N2CCOCC2)ccc1N1CCOCC1)c1cnccn1,1.8,-3.8,-5.2,0.3,0.4,-2.2,0.0,5.0,2.0
Cc1cc(C)c2c(=O)[nH]n(C3CCCCCC3)c2n1,-0.9,-3.1,-3.7,-2.3,0.0,x,-0.9,-3.1,-2.4
CCOc1cc(N2CCOCC2)c(OCC)cc1NC(=O)COC(=O)c1ccc(OC)c([N+](=O)[O-])c1,-0.2,-0.6,1.4,-12.8,1.2,-1.0,7.0,x,-2.5
CCN1CCN(c2cc(C)c3cc(NC(=S)N4CC(C)CC(C)C4)ccc3n2)CC1 (stereo unspecified),-0.1,-1.9,18.9,-18.7,0.1,0.9,12.6,x,-2.7
Cn1c(=O)oc2cc(C(=O)c3ccccc3)ccc21,1.1,-0.4,-0.9,-0.3,0.9,u,11.6,0.5,0.9
COc1ccc(C(=O)Nc2c(C)csc2C(=O)O)cc1,-0.7,-0.7,-3.1,1.2,0.4,x,8.8,1.2,4.3
CC(=O)c1ccc(Nc2nc(C(N)CC(C)C)cs2)cc1 (stereo unspecified),x,-1.5,6.6,-4.5,0.4,6.8,32.0*,x,1.7
COC(=O)c1cc(C)sc1NC(=S)N1CCN(CCc2ccccc2)CC1,-0.5,-0.6,-0.9,11.4,1.2,-2.4,-1.3,1.4,4.7
Cc1onc(-c2ccccc2)c1C(=O)N/N=C/c1ccc(O)c([N+](=O)[O-])c1,-0.9,0.1,-7.2,9.3,1.5,-0.8,34.9*,2.2,-3.2
CCOC(=O)c1cccc(NC(=O)CSc2nc(N)cc(N)n2)c1,-0.6,-2.4,0.4,11.2,2.1,-1.1,13.2,-1.3,-5.5
COc1ccc(Oc2nnc(C)c3ccccc23)cc1,-0.3,-0.3,3.4,-17.0,-1.2,0.9,-2.2,-5.6,-3.7
CSc1cccc(NC(=O)C2CCCN(S(=O)(=O)c3ccc(F)cc3)C2)c1 (stereo unspecified),1.9,-2.5,-3.4,-11.2,0.3,-1.4,-0.7,-0.4,-2.2
CN(C)C(=O)c1ccc(OCC(F)(F)F)nc1,-0.9,-0.2,1.9,x,x,-0.5,-4.8,-0.3,x
COc1ccc(-c2noc(CSc3nnc(Cc4ccccc4)n3-c3ccc(Cl)cc3)n2)cc1,5.9,-4.1,-1.2,-7.2,-3.0,x,0.4,2.7,-2.9
O=C(COC(=O)c1cc(S(=O)(=O)Nc2ccccc2Cl)ccc1O)Nc1nc2ccccc2s1,0.3,u,2.2,-9.5,-0.5,x,-0.9,x,-4.6
COc1ccc(C=O)cc1COc1ccc(C)cc1[N+](=O)[O-],-1.0,-3.7,-3.4,27.7,1.1,-0.8,8.8,3.5,-1.8
O=C(CSc1nc2ccccc2nc1N1CCCC1)Nc1ccc(Cl)cc1,0.7,-4.1,-0.2,-2.2,7.3,-0.9,3.4,-1.2,9.1
O=C1CN(C(=O)COC(=O)CNC(=O)c2ccccc2)c2ccccc2N1,-0.7,-2.4,1.5,8.4,0.9,-1.1,-1.5,0.1,3.2
CSCCC(C)N1CCC(Oc2ccc(C(=O)N3CCCC3)cc2)CC1 (stereo unspecified),-0.6,-3.1,3.6,9.5,0.7,-0.2,-3.5,2.2,-1.7
Nc1ccc(S(=O)(=O)NC2(C(F)(F)F)NC(=O)N(Cc3ccccc3)C2=O)cc1 (stereo unspecified),-0.3,0.3,3.7,14.5,-1.2,-0.5,5.0,-1.2,1.3
O=C(c1cc(COc2c(F)cccc2F)on1)N1CCSCC1,-1.0,-1.2,-3.1,2.2,-0.9,-0.8,0.3,-3.7,-1.5
CCOC(=O)c1c(NC(=O)CSc2nnc(-c3cccnc3)o2)sc2c1CCC2,-1.2,-1.1,2.1,-1.6,-0.7,x,9.2,3.6,2.1
FC(F)(F)c1cccc(NC(=S)NCc2ccc(Cl)cc2)c1,-1.9,-0.4,-5.1,-10.1,0.0,x,-2.0,-0.5,-3.6
Cc1cc(C)n2nc(C(=O)OCC(=O)Nc3ccc(F)cc3F)nc2n1,0.2,-3.7,-1.6,5.3,-0.7,-2.6,-11.5,0.1,-0.4

# Single records (already shown).
# Listed for CC(C)n1cnnc1SCC(=O)Nc1cccnc1Cl : PfHsp40 rescue: -0.1; FadD28 FP inh: -0.9; Mtb FBA inh: 0.7; BoNT F protease: -2.2; BoNT-A LC inh2: 0.0; Mtb BioA inh: 0.3; GDH-TPI inh: 3.1; Mtb UGM inh: 0.1; Anthrax LF prot: 4.5
# Listed for CSCCC(C)N1CCC(Oc2ccc(C(=O)N3CCCC3)cc2)CC1 (stereo unspecified) : PfHsp40 rescue: -0.6; FadD28 FP inh: -3.1; Mtb FBA inh: 3.6; BoNT F protease: 9.5; BoNT-A LC inh2: 0.7; Mtb BioA inh: -0.2; GDH-TPI inh: -3.5; Mtb UGM inh: 2.2; Anthrax LF prot: -1.7

# From PubChem BioAssay
